Bioassay records deposited in PubChem BioAssay by National Center for Advancing Translational Sciences (NCATS).
Abeta rescue: compounds reversing amyloid beta toxicity in yeast; yeast expressing A-beta42, growth rescue, OD600, 48 h; response scale: 0% DMSO, 100% iron-clioquinol control; Potency, µM (series often up to 46.1 µM), for the others: at the top dose growth rescue, usual class: activators; 410,000 compounds, 0.063% hits; note: potency is the fitted concentration of half-maximal effect; nearly all actives have a fitted effect of over 55% in size
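Yeast growth medium received pinned compounds, then yeast cells expressing toxic A-beta were added; plates incubated at 30 C for 48 hr. Growth read as absorbance at 600 nm, normalized to DMSO and equimolar FeCl3 plus clioquinol controls.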
TDP43 rescue: inhibitors of TDP-43 toxicity in yeast; TDP-43 expressing yeast growth rescue, BacTiter-Glo, 24 h; Potency, µM (doses to about 46.1 µM), for inactives: at the top dose growth rescue (activation), most hits filed as activators; 410,000 compounds, 1.8% hits; AID 652104; note: potency is the fitted concentration of half-maximal effect; % of control where 0% means no effect; nearly all actives have a fitted effect of over 50% in size
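Cell-based yeast growth screen: TDP-43 expression induced in galactose, inoculum OD600=0.02 after raffinose pregrowth to mid-log. Read-out BacTiter-Glo luminescence at 24 hr, 30 deg C; inhibition of toxicity seen as signal increase.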
pAkt inh: blocks phosphorylation of Akt. Neuro2A IGF-stimulated pAkt S473 HTRF, 20 min; active compounds read low. activity change, % for hits at 50 µM. 360,000 compounds, 0.32% hits; in the data active = activity change below about -80%; inconclusive = mostly about -51% to -80%; note: % is set by controls: 0 for no effect and ±100 for the full control effect
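Neuro2A cells in DMEM with 0.5% FBS, overnight at 37 deg C, given compound at single 50 µM final, then IGF (6 nM final) for 20 min at 37 deg C. Lysed; phospho-Akt Ser473 by HTRF after 24 h, 665/615 ratio.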
GLP-1R inv ag: inverse agonists of human GLP-1 receptor; P43220; HEK293 GLP-1R CRE-luciferase, luminescence, 24 h; GLP-1R form is constitutively active; AID 624417; 410,000 compounds, 1.6% hits; Potency, µM (top dose mostly 38.3 µM), for inactives: at the highest dose activity change, negative = inhibition, hits mostly inhibitors; note: potency is the fitted concentration of half-maximal effect; % is set by controls: 0 for no effect and ±100 for the full control effect; nearly all actives have a fitted effect of over 55% in size
Target sequence (P43220 whole entry, looked up): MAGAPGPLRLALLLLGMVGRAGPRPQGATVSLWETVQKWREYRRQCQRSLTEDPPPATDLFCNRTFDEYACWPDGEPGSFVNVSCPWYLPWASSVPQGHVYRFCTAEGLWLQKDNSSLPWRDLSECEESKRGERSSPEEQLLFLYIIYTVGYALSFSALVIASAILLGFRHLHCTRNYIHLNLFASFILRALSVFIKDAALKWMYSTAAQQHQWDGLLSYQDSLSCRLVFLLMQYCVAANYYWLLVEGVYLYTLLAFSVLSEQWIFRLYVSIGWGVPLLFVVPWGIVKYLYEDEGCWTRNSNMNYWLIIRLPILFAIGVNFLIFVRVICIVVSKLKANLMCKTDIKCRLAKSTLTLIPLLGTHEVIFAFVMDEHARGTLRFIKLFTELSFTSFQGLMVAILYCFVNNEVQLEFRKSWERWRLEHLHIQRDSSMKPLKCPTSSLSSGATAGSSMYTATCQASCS
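Readout was luciferase luminescence, measured 12 min after detection reagent at room temperature. Beforehand, GLP-1R reporter HEK293 cells had sat 12 h, then received compounds for 24 hr at 37 deg C.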
aSyn yeast inh: inhibitors of alpha-synuclein toxicity in yeast | Potency, µM (highest dose often 46.1 µM), without a hit: at the top dose growth rescue (activation), usual class: activators | 370,000 compounds, 0.14% hits | AID 652106 | Yeast expressing alpha-synuclein, growth rescue, BacTiter-Glo, 24 h; note: potency is the fitted concentration of half-maximal effect; % of control where 0% means no effect; nearly all actives have a fitted effect of over 65% in size
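Readout is rescue of growth in alpha-synuclein-expressing yeast, so inhibitors of toxicity appear as activators. Growth after 24 hr at 30 deg C in galactose medium is quantified by luminescence.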
MmCpn inh: blocks the Methanococcus maripaludis chaperonin Mm-Cpn; purified Mm-Cpn ATPase, ADP Transcreener TR-FRET; Potency, µM (top dose mostly 76.9 µM), without a hit: top-dose activity, negative = inhibition, usual class: inhibitors; 330,000 compounds, 0.031% hits; AID 504842; note: potency is the fitted concentration of half-maximal effect; % is set by controls: 0 for no effect and ±100 for the full control effect; nearly all actives have a fitted effect of over 80% in size
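25 nM Mm-CPN + cpd, 10 min 37°C; + 10 uM ATP, 30 min 37°C; buffer 30 mM Tris pH 7.4, 100 mM KCl, 5 mM MgCl2, 1 mM DTT; Transcreener ADP HTRF detection 30 min RT.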
PTHR1 ag: PTHR1 (human) receptor agonism; 410,000 compounds, 0.075% hits; Potency, µM (titrated, usually from 115 µM), for the others: top-dose activation, most hits filed as activators; HEK293 GP2 PTHR1 cells, GloSensor cAMP luminescence, 1 h; Q03431; note: potency is the fitted concentration of half-maximal effect; nearly all actives have a fitted effect of over 55% in size; some results filed as inactive show a strong effect at the top dose; inactives centre near -15; many of its hits are not listed in these tables
Target sequence (Q03431 whole entry, looked up): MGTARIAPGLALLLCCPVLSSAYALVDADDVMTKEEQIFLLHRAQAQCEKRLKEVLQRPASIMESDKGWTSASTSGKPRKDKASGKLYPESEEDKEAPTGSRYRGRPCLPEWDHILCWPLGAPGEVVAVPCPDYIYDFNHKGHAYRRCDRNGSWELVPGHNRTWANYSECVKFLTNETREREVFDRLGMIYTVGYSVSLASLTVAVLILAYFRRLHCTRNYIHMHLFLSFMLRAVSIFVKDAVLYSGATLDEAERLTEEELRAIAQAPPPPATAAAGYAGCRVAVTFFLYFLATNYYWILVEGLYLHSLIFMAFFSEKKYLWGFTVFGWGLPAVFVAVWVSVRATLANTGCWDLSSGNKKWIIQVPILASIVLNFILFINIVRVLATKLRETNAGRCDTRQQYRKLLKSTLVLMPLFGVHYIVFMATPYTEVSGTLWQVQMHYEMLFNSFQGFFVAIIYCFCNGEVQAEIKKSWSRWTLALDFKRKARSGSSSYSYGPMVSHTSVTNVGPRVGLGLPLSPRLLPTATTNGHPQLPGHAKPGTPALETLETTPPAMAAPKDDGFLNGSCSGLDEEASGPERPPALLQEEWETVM
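HEK-293-derived GP2 cells expressing PTHR1 and a GloSensor cAMP reporter, 3,000/well, plated overnight, given luciferin plus IBMX (each 0.5 mM as added) for 1 h at 37 °C, then compound for 1 h at 37 °C. Luminescence was read after 15 min at room temperature.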
FUS suppressor: rescues growth of FUS-expressing yeast | S. cerevisiae FUS-expressing, growth rescue, OD600, 24 h | Potency, µM (top dose mostly 76.6 µM), inactives show at the top dose growth rescue (activation), actives largely listed as activators | 390,000 compounds, 0.24% hits | AID 1347120;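 note: potency is the fitted concentration of half-maximal effect; plate controls were DMSO vehicle for no effect and reference control for full effect; nearly all actives have a fitted effect of over 55% in size; some results filed as inactive show a strong effect at the top dose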
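Galactose (2%) drives FUS expression in yeast precultured in raffinose; seeding density OD 0.005. Test compounds incubated 24hr at 30C and 99% humidity before absorbance at 600 nm was measured.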
HEK293 tox: cytotoxicity counter-screen for GLP-1 receptor inverse agonists; 410,000 compounds, 0.13% hits; Potency, µM (top dose mostly 38.3 µM), without a hit: at the top dose activity change, negative = inhibition, most hits filed as inhibitors; AID 624418; HEK293 cAMP-luciferase reporter cells, luminescence, 24 h;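 note: loss of luciferase light is scored as toxicity; potency is the fitted concentration of half-maximal effect; % is set by controls: 0 for no effect and ±100 for the full control effect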
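Luminescence readout: signal drop marks cytotoxicity. Plated cells grew 12 h at 37 °C, 5% CO2, received 23 nL compound for 24 h, then got luciferase reagent, read after 12 min at RT.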
* = called active by the depositor; i = inactive; ? = inconclusive; . = not tested or not shown; [ ] = remark or other dose. Unless noted, calls come from the whole dose curve; as a rule, active = well fitted curve in the direction sought with a large enough effect; inconclusive = small, poorly fitted or top-dose-only effect, or another doubt; inactive = no such curve, though single readings can be large; an effect the other way counts as inactive or inconclusive. A portion of the library; rates above refer to the full screens.

1	Cc1ccc(O)c(C(=O)c2cc(C(=O)NCCc3ccccc3)c(=O)n(CCc3ccccc3)c2)c1
2	CCN(CCCNC(=O)c1ccc(Sc2ccc(F)cc2)c(NC(C)=O)c1)c1ccccc1
3	CC(=O)c1cccc(NC(=O)c2cc(-n3cnnc3)ccc2Cl)c1
4	CCOCc1c(C(=O)N2CCN(Cc3ccc(Br)s3)CC2)oc2ccccc12
5	Nc1nc(-c2ccco2)nn1C(=O)c1ccc(Cl)cc1

assay / entry,1,2,3,4,5
Abeta rescue,24%,-2%,7%,?,3%
TDP43 rescue,-7%,?,11%,8%,-2%
pAkt inh,i,.,i,i,i
GLP-1R inv ag,?,?,7%,?,3%
aSyn yeast inh,4%,.,-11%,3%[1.84 µM],9%
MmCpn inh,-2%,.,.,0%,-3%
PTHR1 ag,-3%,-11%,i,-31%[inhibitor],0%[57.5 µM]
FUS suppressor,27%,23%,-2%,?,-6%
HEK293 tox,12%,-3%,-6%,-13%,-13%

6	Cc1ccc(Cl)cc1N1CCN(C(=O)Cn2ncn3cccc3c2=O)CC1
7	COc1ccc2cc(C(=O)N3CCN(c4ccccc4F)CC3)[nH]c2c1
8	COC(=O)C1N2C(=O)[C@@H](NC(=O)COc3ccccc3)[C@H]2SC1(C)C (some centres not stated)
9	CCOc1ccc(NC(=O)c2cc(S(=O)(=O)N3CCCCCC3)cn2C)cc1
10	Cc1ccccc1OCCSc1nnc(-c2cccnc2)n1N

assay / entry,6,7,8,9,10
Abeta rescue,4%,0%,-16%,-4%,-7%
TDP43 rescue,-4%,25%,-6%,7%,7%
pAkt inh,i,i,i,.,i
GLP-1R inv ag,?,-2%,3%,9%,4%
aSyn yeast inh,12%,1%,3%,.,0%
MmCpn inh,1%,0%,.,.,0%
PTHR1 ag,-48%[inhibitor],i,-4%,i,i
FUS suppressor,-11%,-17%,-10%,22%,-19%
HEK293 tox,-15%,9%,-1%,-4%,3%

11	Fc1ccc(/C=N/Nc2nnnn2-c2ccccc2)cc1
12	COc1ccccc1NC(=O)COC(=O)c1c[nH]c(=O)[nH]c1=O
13	Cn1c(=O)n(C)c2cc(C(=O)O)ccc21
14	NS(=O)(=O)c1cccc(NC(=O)COC(=O)Cc2ccc(S(=O)(=O)N3CCOCC3)s2)c1
15	CC(C)(C)NC(=O)C1c2ccccc2OCC(=O)N1CCCN1CCOCC1 (configuration not stated)

assay / entry,11,12,13,14,15
Abeta rescue,0%,8%,0%,1%,-8%
TDP43 rescue,-18%,16%,4%,28%,13%
pAkt inh,i,i,i,i,i
GLP-1R inv ag,1%,11%,3%,-9%,22%
aSyn yeast inh,-2%,-1%,2%,0%,4%
MmCpn inh,1%,-8%,-1%,.,.
PTHR1 ag,-21%,i,-18%,-15%,-3%
FUS suppressor,7%,-16%,-7%,.,-5%
HEK293 tox,-22%,-21%,3%,-4%,-3%

16	O=C(COC(=O)C1CCN(c2ccc(C(F)(F)F)cn2)CC1)c1cccc(Br)c1
17	Cn1cnc2cc(NCc3ccc(Cl)cc3)ccc21
18	COc1ccc(C(=O)CN2CCN(c3ncccn3)CC2)cc1
19	Cc1cccc(C(=O)NNC(=O)c2c(O)c3ccccc3n(C)c2=O)c1
20	O=C(Nc1ccc2c(c1)nc1n2CCOC1)c1ccccc1

assay / entry,16,17,18,19,20
Abeta rescue,7%,-14%,-21%,-40%[inhibitor],-23%
TDP43 rescue,0%,-23%,-23%,-58%[inhibitor],-25%
pAkt inh,i,i,i,i,i
GLP-1R inv ag,8%,5%,-5%,12%,9%
aSyn yeast inh,4%,0%,-11%,9%,-16%
MmCpn inh,-1%,-1%,-1%,2%,-3%
PTHR1 ag,-25%,-13%,i,i,-9%
FUS suppressor,-6%,-14%,16%,-7%,4%
HEK293 tox,-2%,2%,-10%,10%,-16%

21	Cc1ccc(Nc2nc(Oc3ccc(=O)[nH]n3)nc(N(C)C)n2)cc1
22	Cc1ccc2[nH]c3c(=O)n(CC(=O)N(C)Cc4ccccc4)ncc3c2c1
23	COc1ccc(/C=C2\SC(=S)N(Cc3cccnc3)C2=O)cc1C
24	O=C(NCC(=O)N(c1ccc2c(c1)OCO2)C(C(=O)NC1CCCC1)c1cccs1)c1ccco1 (configuration not stated)
25	CSc1ccc(CNc2ccccn2)cc1

assay / entry,21,22,23,24,25
Abeta rescue,18%,-1%,18%,4%,0%
TDP43 rescue,22%,12%,-1%,10%,5%
pAkt inh,i,.,i,i,i
GLP-1R inv ag,2%,-12%,-3%,13%,-25%
aSyn yeast inh,3%,.,12%,7%,1%
MmCpn inh,.,.,-2%,-1%,1%
PTHR1 ag,-6%[57.5 µM],-4%,-38%[inhibitor],i,-5%
FUS suppressor,-10%,-14%,16%,17%,-6%
HEK293 tox,-11%,4%,7%,-6%,0%

26	COc1ccc2c(c1)C(c1ccccc1)=NNC(c1ccco1)=N2
27	O=C(NCC(c1ccco1)N1CCc2ccccc21)c1ccccc1Br (configuration not stated)
28	CCOc1ccc(NC(=O)CN2C(=O)NC3(CCCCCC3)C2=O)cc1
29	N=C1CCCN1CC(=O)c1ccc(Cl)cc1
30	CCCCOc1ccc(C(=O)NCC(=O)N2CC(C)OC(C)C2)cc1 (configuration not stated)

assay / entry,26,27,28,29,30
Abeta rescue,-1%,-15%,8%,-3%,-12%
TDP43 rescue,-28%,14µM*,4%,-7%,22%
pAkt inh,i,i,i,i,i
GLP-1R inv ag,-3%,?,?,5%,-10%
aSyn yeast inh,-11%,13%,5%,-4%,-4%
MmCpn inh,-3%,?,-1%,3%,-1%
PTHR1 ag,-2%[57.5 µM],-44%[inhibitor],-21%,-24%,0%
FUS suppressor,22%,1%,-17%,-20%,11%
HEK293 tox,0%,0%,-4%,0%,-2%

4 compounds out of the list, arranged by molecular weight, lowest first.
29	N=C1CCCN1CC(=O)c1ccc(Cl)cc1
26	COc1ccc2c(c1)C(c1ccccc1)=NNC(c1ccco1)=N2
28	CCOc1ccc(NC(=O)CN2C(=O)NC3(CCCCCC3)C2=O)cc1
24	O=C(NCC(=O)N(c1ccc2c(c1)OCO2)C(C(=O)NC1CCCC1)c1cccs1)c1ccco1 (configuration not stated)

assay / entry,29,26,28,24
Abeta rescue,-3%,-1%,8%,4%
TDP43 rescue,-7%,-28%,4%,10%
pAkt inh,i,i,i,i
GLP-1R inv ag,5%,-3%,?,13%
aSyn yeast inh,-4%,-11%,5%,7%
MmCpn inh,3%,-3%,-1%,-1%
PTHR1 ag,-24%,-2%[57.5 µM],-21%,i
FUS suppressor,-20%,22%,-17%,17%
HEK293 tox,0%,0%,-4%,-6%

Next section
31	O=C(COc1ccccc1)Nc1ccc2nc(SCC(=O)N3CCCC3)sc2c1
32	COc1ccc(Cn2nc(-c3ccccc3)c(N3CCCCC3)cc2=O)cc1
33	S=C(NCCc1ccccn1)Nc1ccccc1Cl
34	CCCCN(CC)CCCNC(=O)CC1Oc2ccccc2NC1=O (configuration not stated)
35	C/C(=N\Nc1nncc2ccccc12)c1ccc(C(C)(C)C)cc1

assay / entry,31,32,33,34,35
Abeta rescue,-13%,-80%[inhibitor],-5%,1%,-17%
TDP43 rescue,32µM*,0%,-1%,-31%[inhibitor],10%
pAkt inh,.,i,i,i,i
GLP-1R inv ag,1%,?,0%,0%,5%
aSyn yeast inh,.,9%,-1%,-1%,4%
MmCpn inh,.,1%,-9%,0%,2%
PTHR1 ag,-13%,i,i,i,i
FUS suppressor,4%,?,-13%,6%,-10%
HEK293 tox,-5%,-4%,0%,6%,3%

36	CCCCC(=O)Nc1ccccc1N1CCN(c2ccc(F)cc2)CC1
37	CC1CCCN(c2csc3ccc(F)cc3c2=O)C1 (configuration not stated)
38	Cn1cccc1CC(=O)N/N=C/c1cc([N+](=O)[O-])ccc1Cl
39	O=C(c1cnccn1)N1CCN(S(=O)(=O)c2cccc(Cl)c2)CC1
40	CC(=O)Nc1ccc(S(=O)(=O)Nc2c(C)nn(-c3ccccc3)c2C)cc1

assay / entry,36,37,38,39,40
Abeta rescue,-15%,-11%,-5%,-4%,6%
TDP43 rescue,22µM*,-8%,15%,7%,-21%
pAkt inh,i,.,i,i,i
GLP-1R inv ag,?,7%,15%,1%,-5%
aSyn yeast inh,1%,.,-3%,-1%,3%
MmCpn inh,-1%,.,4%,-3%,0%
PTHR1 ag,-61%[inhibitor],-4%,-5%,i,-3%[57.5 µM]
FUS suppressor,4%,9%,21%,8%,-1%
HEK293 tox,9%,6%,13%,-2%,?

41	COc1cc(C(=O)N/N=C/c2coc3ccccc3c2=O)cc(OC)c1OC
42	O=C(CC1C(=O)NCCN1CC1CCCCC1)NCCCN1CCOCC1 (configuration not stated)
43	CCCCCCCNC(=O)C1(CC2CC(c3cccc(Br)c3)=NO2)CCN(C(=O)C2CCCC2)CC1 (configuration not stated)
44	COc1ccc(CCNC(=O)CCc2nnc(Cc3ccc4c(c3)OCO4)o2)c(OC)c1
45	O=C(CN1C(=O)c2ccccc2C1=O)NCc1ccncc1

assay / entry,41,42,43,44,45
Abeta rescue,-39%[inhibitor],4%,-2%,0%,-1%
TDP43 rescue,?,14%,-12%,6%,-16%
pAkt inh,i,i,i,i,i
GLP-1R inv ag,?,4%,14%,-4%,1%
aSyn yeast inh,-7%,0%,-7%,-4%,2%
MmCpn inh,1%,-3%,0%,-1%,0%
PTHR1 ag,i,-18%,1%,-94%[inhibitor],9%
FUS suppressor,-20%,.,26%,.,6%
HEK293 tox,-4%,-1%,-8%,-5%,6%
